# OPRM1-OPRD1 ag: agonists of OPRM1-OPRD1 heterodimerization, primary screen, cell-based, luminescence | cells | actives 0.3% (n = 340,000) | activation, % at 9.3 µM | AID 504326, 2011; in the data active = activation above about 18%;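 also: 0% = vehicle-treated cells and 100% = reference agonist; values of inactives mirror those of a sister screen read the other way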
# RTF Ca sens act: cardiac RTF calcium sensitivity activators, primary screen, biochemical, IANBD-TnC fluorescence, EC20 calcium; Troponin I, cardiac muscle (Homo sapiens) + Troponin T, cardiac muscle (Homo sapiens) + …; IANBD-labeled TnC RTF fluorescence at EC20 calcium; 0% EC20 calcium, 100% full calcium; activation, % at 7.2 µM; actives 0.24% (n = 340,000); AID 493008, 2010;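 active = activation above the mean over all tested compounds plus 3 SD, cut at about 30% in these data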;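 also: rise in fluorescence read as greater calcium sensitivity of cardiac thin filaments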
# LANA DNA inh: inhibitors of KSHV C-LANA binding to DNA, primary screen, biochemical, fluorescence polarization, FAM-LBS DNA, MBP-C-LANA, single point; AID 504423, 2011; inhibition, % at 9 µM; Kaposi's sarcoma herpesvirus LANA C-terminal domain (residues 932-1162) DNA binding; actives 0.078% (n = 340,000);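 active = highest replicate inhibition at or above 60% at 9 µM, even if other replicates fall short; inactive = all replicates below 60% inhibition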;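 also: 0% = neutral control wells and 100% = 4 µM acridine orange control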
# Cardiac RTF inh: cardiac RTF calcium sensitivity inhibitors, primary screen, biochemical, IANBD-TnC fluorescence, EC70 calcium; IANBD-labeled cardiac RTF, Ca2+ fluorescence; actives 0.12% (n = 340,000); inhibition, % at 7.15 µM; Troponin I, cardiac muscle (Homo sapiens) + Troponin T, cardiac muscle (Homo sapiens) + …;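 active = inhibition above the mean inhibition of all tested compounds plus 3 SD, cut at about 17% in these data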;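 also: assay run at fixed EC70 calcium of 1.6 mM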
# CAL PDZ FP: untagged CAL PDZ binding inhibitors, primary screen, biochemical, fluorescence polarization, HTS; inhibition, % at 24.9 µM; Golgi-associated PDZ and coiled-coil motif-containing protein (Homo sapiens), Q9HD26; purified CAL PDZ, TMR-peptide fluorescence polarization, 1 h; actives 0.92% (n = 300,000);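 active = mean inhibition of at least 30% with at least half of replicates also reaching 30%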;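 also: 0% = DMSO neutral control and 100% = excess unlabeled competitor peptide PRC23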
# MOR-DOR inv ag: inverse agonists of MOR-DOR heterodimerization, primary screen, cell-based, luminescence. actives 0.21% (n = 340,000). cell-based MOR-DOR heterodimer luminescence, inverse agonism. AID 504357, 2011. inhibition, % at 9.3 µM; in the data active = inhibition above about 22%, passing the limit was not always enough;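 also: 0% = cells with DMSO and 100% = wells without cells with DMSO; values of inactives mirror those of a sister screen read the other way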
# Keap1 Nrf2 FP: Keap1-Nrf2 protein-protein interaction inhibitors, primary screen, biochemical, fluorescence polarization, single point; inhibition, % at 9.4 µM; Kelch-like ECH-associated protein 1 (Homo sapiens), Q14145; actives 0.15% (n = 340,000); Keap1 Kelch-Nrf2 peptide fluorescence polarization, 1536-well; AID 504523, 2011; in the data active = inhibition above about 12%;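 also: human Keap1 Kelch domain with fluorescein labeled Nrf2 9mer peptide probe; 0% = neutral control wells and 100% = peptide positive control; higher means more block of Keap1 binding to Nrf2 peptide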
# Target sequence (Q14145 whole entry, looked up, the tested form may be a part): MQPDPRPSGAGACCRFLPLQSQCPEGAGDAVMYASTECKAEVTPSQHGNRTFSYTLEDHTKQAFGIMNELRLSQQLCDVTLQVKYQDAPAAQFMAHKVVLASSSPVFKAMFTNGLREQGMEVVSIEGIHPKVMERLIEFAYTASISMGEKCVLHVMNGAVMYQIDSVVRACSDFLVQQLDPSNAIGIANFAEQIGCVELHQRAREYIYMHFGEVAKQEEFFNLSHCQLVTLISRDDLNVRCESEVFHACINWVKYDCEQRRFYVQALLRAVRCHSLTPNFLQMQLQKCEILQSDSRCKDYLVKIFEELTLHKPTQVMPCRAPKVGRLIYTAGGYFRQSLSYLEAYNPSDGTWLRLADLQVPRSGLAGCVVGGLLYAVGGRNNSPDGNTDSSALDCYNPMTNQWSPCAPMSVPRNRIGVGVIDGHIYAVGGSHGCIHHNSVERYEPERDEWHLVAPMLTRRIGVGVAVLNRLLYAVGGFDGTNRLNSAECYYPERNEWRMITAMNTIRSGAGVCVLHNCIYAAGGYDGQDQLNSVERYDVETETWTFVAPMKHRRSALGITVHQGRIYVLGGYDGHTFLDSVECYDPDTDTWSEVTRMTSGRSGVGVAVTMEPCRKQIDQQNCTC
# HTR5A ag ctr: HTR5A agonists in luminescence cell assay, primary screen, counter-screen for OPRM1-OPRD1 heterodimer agonist project, full-deck HTS; 5-hydroxytryptamine receptor 5A (Homo sapiens), P47898; cell-based; activation, % at 9.3 µM; actives 0.61% (n = 340,000); in the data active = activation mostly above about 9.5%, no sharp cut-off; inactive = mostly below about 7.6%;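 also: 0% = cells with vehicle only and 100% = reference agonist; strong numbers were not always called active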
# Target sequence (P47898 whole entry, looked up): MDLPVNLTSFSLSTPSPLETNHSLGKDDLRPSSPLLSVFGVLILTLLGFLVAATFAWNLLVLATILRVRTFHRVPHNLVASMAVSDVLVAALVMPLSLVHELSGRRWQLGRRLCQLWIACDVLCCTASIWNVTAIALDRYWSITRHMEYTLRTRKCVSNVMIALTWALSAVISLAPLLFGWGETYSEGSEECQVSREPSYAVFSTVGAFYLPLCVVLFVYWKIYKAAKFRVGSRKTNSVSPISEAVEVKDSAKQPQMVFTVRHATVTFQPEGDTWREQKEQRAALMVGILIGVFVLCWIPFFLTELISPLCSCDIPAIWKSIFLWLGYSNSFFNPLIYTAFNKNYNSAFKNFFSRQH
# V-ATPase pH: regulators of yeast V-ATPase proton pumping, primary screen, pHLuorin cytosolic pH fluorescence; actives 0.37% (n = 350,000); S. cerevisiae; AID 504577, 2011; response, % at 10 µM; in the data active = response mostly above about 7.3%, no sharp cut-off; inactive = mostly below about 5.4%; also: actives read high; inactives centre near 0; some compounds called inactive have numbers as strong as hits; reference of the scale not given here
# HTR5A inv ag: HTR5A inverse agonists in luminescence cell assay, primary screen, counter-screen for OPRM1-OPRD1 heterodimer inverse agonist project, full-deck HTS; 5-hydroxytryptamine receptor 5A (Homo sapiens), P47898; HTR5A cell line, inverse agonism; inhibition, % at 9.3 µM; actives 0.083% (n = 340,000); AID 504634, 2011; in the data active = inhibition mostly above about 23%, no sharp cut-off; inactive = mostly below about 18%;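 also: 0% = cells with DMSO and 100% = no-cell wells with DMSO; some compounds called inactive have numbers as strong as hits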
# * marks the source's active call; other numbers are inactive results; / = no result given.
SMILES,OPRM1-OPRD1 ag,RTF Ca sens act,LANA DNA inh,Cardiac RTF inh,CAL PDZ FP,MOR-DOR inv ag,Keap1 Nrf2 FP,HTR5A ag ctr,V-ATPase pH,HTR5A inv ag
COc1ccc(C2C(Oc3ccccc3C)C(=O)N2Cc2ccc(F)cc2)cc1OC (stereo unspecified),-0.6,-5,-3.9,5,0,4,1,-2,-5,11
Cc1cc(C)n(C(=O)C2CCCN2S(=O)(=O)c2ccc(Cl)cc2)n1 (stereo unspecified),-2.4,-2,0.2,11,2,13,-1,1,0,-1
Cc1nc(Cl)cc(CS(=O)(=O)c2ccc(Cl)cc2)n1,-1.8,1,1.0,-4,-4,9,-3,-1,3,6
CC(=O)N1C(=O)NC2=C(C(=O)CCC2)C1c1cccc([N+](=O)[O-])c1 (stereo unspecified),1.5,-3,-0.8,-17,/,-13,-1,3,-4,-1
O=C(COC(=O)CC1c2ccccc2CCN1S(=O)(=O)c1ccccc1)Nc1ccccc1 (stereo unspecified),3.6,8,-0.2,-10,0,-18,-1,1,0,-5
O=C1C=C(NCC2CCCO2)CC(c2ccccc2)C1 (stereo unspecified),-2.7,7,-0.9,-1,-2,13,-1,4,-3,-9
OC[C@H]1O[C@H](OC[C@H]2O[C@H](OC[C@H]3O[C@H](O[C@]4(CO)O[C@H](CO)[C@@H](O)[C@@H]4O)[C@H](O)[C@@H](O)[C@@H]3O)[C@H](O)[C@@H](O)[C@H]2O)[C@H](O)[C@@H](O)[C@H]1O,-2.5,2,-1.2,12,-2,14,-7,4,3,-16
CCN1C(C)=C(C)S/C1=C1\SC(=S)N(C2CCCCC2)C1=O,-1.8,1,0.8,-21,-4,12,-2,-4,-2,13
COc1ccc(/C=C/c2ccncc2)cc1,-1.1,0,1.9,11,-1,7,-1,0,-1,4
CC(=O)c1cccc(NC(=O)CSc2nnc(C(C)N(C)C)n2Cc2ccccc2)c1 (stereo unspecified),-0.1,-3,-1.4,0,7,0,-2,0,-1,1
COc1cc(C(=O)Nn2c(O)c(C3=c4ccccc4=NC3=O)sc2=S)ccc1O,4.8,-6,0.5,0,-3,-26,-6,-2,-2,5
O=C(NCCCO)c1ccc(CSc2nc3ccccc3c(=O)[nH]2)cc1,-1.6,4,-1.5,0,-4,8,1,-3,2,10
O=C1CC/C=C\C[C@@H](CC(=O)N(CCO)Cc2ccccc2)C(=O)N2CCC[C@H]2CO1,-1.7,4,-1.3,6,-5,8,-2,4,3,-10
COc1ccccc1Nc1nc2c(C)cccc2cc1C#N,-1.4,-1,6.3,1,/,6,6,-2,-46,-8
COc1ccc(OC)c(-c2cc(C(=O)N3CCCc4ccccc43)no2)c1,0.2,-8,0.4,-4,-1,-1,-1,5,1,-35
C[C@H](NC(=O)c1nc[nH]c1C(=O)NCc1ccc(CNC(=O)OC(C)(C)C)cc1)C(=O)OCc1ccccc1,5.4,1,1.8,2,-1,-31,-2,14,2,-42
N#Cc1cc(C(=O)c2cc(Cl)ccc2O)cn(-c2ccccc2)c1=O,-2.1,0,1.7,7,2,11,5,0,-1,1
CS(=O)(=O)N1CCC(C(=O)N2CCN(C(c3ccccc3)c3ccccc3)CC2)CC1,-2.6,4,0.3,7,/,13,-6,1,3,-32
Cn1nc(-c2ccc(Cl)cc2)c2cc(C(=O)NCC3CCCO3)sc21 (stereo unspecified),-0.3,-1,-0.2,0,-4,2,-1,2,-3,-6
FC(F)(F)c1cc(Cl)c2nc(-c3ccccc3)cn2c1,9.6,3,-0.3,-10,-3,-40,-4,-4,3,10
NC(=O)CN1CCN(C2CC(=O)N(CCc3ccccc3)C2=O)CC1 (stereo unspecified),-3.2,1,0.6,-1,-3,16,-3,-17,0,-20
CCCN1CCC(=O)N([C@H](CSc2ccccc2)c2ccccc2)CC1,1.5,5,-0.7,-9,2,-9,-4,-5,-1,14
O=C(Nc1cccc(C(F)(F)F)c1)C1C2CC3OC(=O)C1C3C2 (stereo unspecified),-0.6,-1,-1.7,-4,3,2,-3,-1,-2,1
O=C(COC(=O)C1=COCCO1)Nc1ccc(Br)cc1Br,-2.2,-3,-1.5,0,43*,9,-1,1,4,-2
O=C(CSc1nnc(C2CC2)n1-c1ccccc1)NCc1ccco1,-1.6,-4,-0.1,-13,-2,9,-3,6,-4,-15
CC(C)Cc1cc(C(=O)Nc2cc(Br)ccc2O)no1,11,-6,-1.2,-10,2,-64,8,6,4,-37
COc1cc(=O)[nH]c(SC(C)C(=O)Nc2cc(C)on2)n1 (stereo unspecified),-1.5,-8,0.6,-5,-16,10,-3,0,2,0
CC(C)=C1SC(N2CCOCC2)=NC1=O,-2.1,-1,1.2,3,-5,12,-3,0,1,0
Fc1ccc(-c2n[nH]c(=S)c3ccccc23)cc1,-3.7,-6,0.6,-11,/,19,-6,0,-2,0
CC(=O)c1c(C)[nH]c(C(=O)OC2CCCCC2=O)c1C (stereo unspecified),0.7,9,0.6,-7,0,-4,-6,-5,-6,0
COc1ccc(-c2ccc(CCC(=O)O)n2NC(N)=O)cc1,-2.5,1,-0.5,-2,2,13,-2,-2,-1,-1
C=CCn1c(SCC(=O)NC2CCCCC2)nnc1C1CCCCC1,-3.5,-3,-2.4,-5,-1,15,1,2,0,-5
CCOc1ccc(CCNC(=O)C(CC)n2nc(C)n3c(cc4sccc43)c2=O)cc1OCC (stereo unspecified),-2.4,-6,3.5,-5,-3,13,4,8,-4,-21
CCNc1sc(C(=O)c2cccs2)c(N)c1-c1nc2ccccc2s1,0.1,3,0.2,-19,-4,-1,3,-5,-1,6
CNC(=O)COc1ncnc2sccc12,-0.8,-4,2.1,-6,1,4,0,1,-5,8
COc1ccc(-c2nn(-c3ccccc3)cc2C#N)cc1,2.0,-4,-0.3,1,/,-9,0,14*,0,-35
COC1C(CO)OC(n2cnc3c(=S)nc(N)[nH]c32)C1O (stereo unspecified),-3.5,-4,-20,2,-5,16,-2,0,2,-2
CCCC1CCc2c(c3ccccc3[nH]c2=O)O1 (stereo unspecified),2.2,0,-0.6,5,-3,-12,-4,3,4,-17
Cc1cccc(NC(=S)N(Cc2cccc(Br)c2)CC2CCC(C(=O)O)CC2)c1 (stereo unspecified),0.1,2,1.8,0,1,0,-1,3,4,-9
O=C(c1cn[nH]c1)N1CCc2c([nH]c3ccccc23)C1c1c(F)cccc1Cl (stereo unspecified),-1.8,10,0.3,-12,-5,10,-4,4,1,-10
O=C(NNC(=O)c1cc(Cl)ccc1O)c1cccs1,-1.0,-9,0.8,5,2,7,-4,3,-4,-30
COc1ccc(NC(=O)C(CC(=O)O)Cc2ccccc2)cc1 (stereo unspecified),-2.9,-2,-1.1,-9,/,14,1,3,2,-6
Cc1ccccc1C(=O)c1cccn1CC(=O)NCCCN1CC(C)CC(C)C1 (stereo unspecified),2.0,17,0.9,-6,-1,-10,-6,0,0,5
C[C@H](O)Cc1cn(-c2cc3cc(C#Cc4ccsc4)ccc3oc2=O)nn1,-1.2,1,-0.7,-3,-1,7,-3,-1,1,3
COc1ccc(CCN2C(=O)C(Oc3ccccc3C)C2c2ccc3c(c2)OCO3)cc1 (stereo unspecified),1.2,-4,-0.5,-1,-3,-6,0,2,0,-20
O=C(CSc1ccccn1)N1CCCC(Nc2ccccc2)C1 (stereo unspecified),-2.5,2,-1.6,-7,/,13,4,2,3,-4
COc1ccc(CC(=O)O/N=C(\N)Cc2cccc3ccccc23)cc1OC,2.2,3,-0.7,-22,2,-14,2,-1,1,-15
COc1cc(/C=C/C(=O)OCC(=O)NCC2CCCCC2)ccc1O,-2.7,-1,1.0,-5,-3,11,-4,-3,-1,8
Cc1cc([N+](=O)[O-])nn1CC(=O)N/N=C/c1ccccc1O,-2.2,3,1.1,-7,10,11,3,1,-1,-12
COCCn1cnnc1SCC(=O)Nc1sc2c(c1C#N)CCC2,-3.5,2,1.0,-4,-1,14,-2,7,-1,6
CCN(CC(=O)Nc1ccccc1C(F)(F)F)C(=O)c1ccc2[nH]c3c(c2c1)CC(C)CC3 (stereo unspecified),3.6,-29,-0.6,-11,-1,-20,-2,6,-3,-2
COc1cccc(CNCCN2CCOCC2)c1OC,-0.4,-5,0.2,-3,5,2,0,2,3,18
O=C(COc1ccc(Cl)cc1Cl)OCC(=O)c1ccc[nH]1,1.9,-2,0.1,9,5,-8,-2,1,-5,-2
CCC(=O)Oc1ccc2c(=O)c(-c3ccc4ccccc4n3)c(CC)oc2c1C,-1.4,4,-2.1,6,-2,8,0,0,1,3
COc1cc(NC(=S)N2CCCC(CO)C2)c(OC)cc1Cl (stereo unspecified),-0.7,-1,-1.3,-63,1,5,-7,-1,1,3
COC(=O)CCNCCSc1nnc(-c2ccco2)n1Cc1ccccc1,-2.0,4,0.1,-6,3,10,-3,0,1,-2
Cc1nnc(C)n1/N=C/c1c(O)ccc2ccccc12,-1.9,2,2.4,-6,-5,9,-7,-3,-3,10
CC1(C)CC(=O)c2cnc(N3CCc4ccccc43)nc2C1,2.0,1,-1.6,3,0,-10,-5,6,4,-10
Clc1ccc(C(c2nnnn2C2CCCC2)N2CCN(c3nc4ccccc4s3)CC2)cc1 (stereo unspecified),0.1,-3,0.7,-7,2,-1,3,1,2,3
CC(C)N(Cc1nc(-c2ccccc2)no1)C(=O)Cc1ccccc1,-2.7,1,-0.8,-3,/,16,-1,1,-6,-3
COc1ccc(S(=O)(=O)Nc2ccc3c(c2)n(C)c(=O)n3C)cc1OC,1.1,-5,-0.4,6,2,-8,-1,5,-3,-14
Cc1cc(Cl)c(OCCCCN2CCOCC2)c(Br)c1,-1.6,4,-0.7,0,1,8,-1,0,0,1

# Source: PubChem
